# Screening results (PubChem BioAssay)
# MEKK2 mut-MEK5 – signal of MEK5 binding to mutant human MEKK2 PB1 domain; bead flow cytometry, Alexa488-MEK5 binding to MEKK2 mutant; percent response, % at 10 µM; 290,000 compounds, 0.35% hits; AID 1530; in the data active means percent response above about 24%, passing the limit was not always enough; further: inactives centre near 1; some results filed as inactive read as strong as hits
# PfM18AAP inh – blocks P. falciparum M18 aspartyl aminopeptidase; inhibition, % at 7.35 µM; recombinant PfM18AAP, H-Glu-NHMec fluorogenic cleavage; AID 1822; 290,000 compounds, 1.2% hits;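 active means inhibition above the campaign mean inhibition over all tested compounds plus 3 SD, cut at about 28% in these data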;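 further: 0% = plate median of test compound wells and 100% = 2 mM ZnCl2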
# OXTR potentiate – potentiates the human oxytocin receptor response | CHO-OTR cells, Fluo-8 calcium fluorescence, potentiator mode; 0% = oxytocin EC15, 100% = EC100 | activation, % at 3 µM | 320,000 compounds, 0.061% hits;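 active means activation above that plate's cutoff, the mean activation of tested compounds plus 3 SD, cut at about 6.6% in these data, passing the limit was not always enough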;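 further: 100% uses oxytocin at 75 nM as the full agonist control; some results filed as inactive read as strong as hits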
#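 System: human OTR in CHO cells; Also added: sub-maximal oxytocin, roughly EC15; Timing: compound 6 min at room temperature before oxytocin, 100 s read; Technique: Fluo-8 intracellular calcium fluorescence, ex 470-495, em 515-575 nm; Controls: oxytocin EC15 low and EC100 high; Replication: singlicate.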
# OXTR agonist – agonists of human oxytocin receptor | CHO-OTR cells, Fluo-8 calcium fluorescence; normalized: DMSO 0%, oxytocin 100% | 320,000 compounds, 0.32% hits | activation, % at 3 µM | P30559;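 active means activation above the mean of all tested compounds plus 3 SD, cutoff set per screening run, cut at about 20% in these data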;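 further: peak over basal fluorescence ratio from a 100 s FLIPR kinetic read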
# MEKK2wt PB1 HTS – raises or lowers MEK5 binding to wildtype human MEKK2 PB1 domain; AID 1531; Q9Y2U5; binding response (% of control), % at 10 µM; 290,000 compounds, 1.1% hits; bead flow cytometry, Alexa488-MEK5 binding to MEKK2 WT; actives lie on both sides; in the data active means binding response below about 67% or above about 130%
# NALP1 yeast inh – NALP1 inhibition. S. cerevisiae NALP1/ASC/caspase-1 growth, X-gal OD620, 72 h. inhibition, % at 10 µM. 280,000 compounds, 0.61% hits; in the data active means inhibition mostly above about 24%, no sharp cut-off; inactive means mostly below about 32%; further: some compounds called inactive have numbers as strong as hits
# GPR7 antagonist – blocks human GPR7 receptor signaling. P48145. GPR7-expressing cells, fluorescence antagonist assay. inhibition, % at 4.4 µM. 290,000 compounds, 1.1% hits; in the data active means inhibition above about 16%, passing the limit was not always enough;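 further: cells stimulated with the agonist NPW; 0% = agonist with vehicle and 100% = vehicle without agonist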
# Target sequence (P48145 whole entry, looked up): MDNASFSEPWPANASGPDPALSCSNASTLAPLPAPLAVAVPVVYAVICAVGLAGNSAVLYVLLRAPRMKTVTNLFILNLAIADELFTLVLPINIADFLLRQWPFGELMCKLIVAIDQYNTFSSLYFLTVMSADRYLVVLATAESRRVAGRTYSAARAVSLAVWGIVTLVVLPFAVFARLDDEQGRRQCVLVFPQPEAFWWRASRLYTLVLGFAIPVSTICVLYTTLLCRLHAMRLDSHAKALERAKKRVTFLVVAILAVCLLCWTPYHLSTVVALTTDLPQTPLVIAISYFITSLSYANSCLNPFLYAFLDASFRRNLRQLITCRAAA
# GalR3 antag – blocks the human galanin receptor 3; O60755; HEK293 GalR3-CNG cAMP membrane potential fluorescence; galR3 body fused to GalR1 C-terminus; inhibition, % at 3 µM; 360,000 compounds, 0.44% hits; AID 651719;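 active means inhibition above the screen-wide average plus 3 SD, cut at about 13% in these data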;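 further: forskolin and galanin both at EC90 stimulate the cells; cAMP rise reported by CNG channel membrane potential dye signal; 0% = forskolin plus galanin with DMSO and 100% = forskolin alone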
# Target sequence (O60755 1-299 limits assumed): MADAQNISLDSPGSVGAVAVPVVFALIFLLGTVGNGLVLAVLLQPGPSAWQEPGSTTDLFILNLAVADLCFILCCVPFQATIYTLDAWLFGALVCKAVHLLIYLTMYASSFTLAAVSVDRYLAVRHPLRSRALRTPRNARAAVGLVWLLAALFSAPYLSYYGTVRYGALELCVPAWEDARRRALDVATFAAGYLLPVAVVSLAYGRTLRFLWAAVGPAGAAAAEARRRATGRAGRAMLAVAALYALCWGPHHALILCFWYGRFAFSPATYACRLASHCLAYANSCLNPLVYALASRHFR
# V1R ag counter – counter-screen for oxytocin receptor agonists: human V1a receptor agonists; P37288; CHO-V1R cells, Fluo-8 calcium fluorescence, agonist mode; 0% DMSO, 100% 3 nM vasopressin; activation, % at 3 µM; 320,000 compounds, 0.25% hits;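 active means activation above the mean activation of all tested compounds plus 3 SD, per screening run, cut at about 20% in these data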;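 further: signal is peak over basal fluorescence ratio across a 100 second FLIPR read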
# Target sequence (P37288 whole entry, looked up): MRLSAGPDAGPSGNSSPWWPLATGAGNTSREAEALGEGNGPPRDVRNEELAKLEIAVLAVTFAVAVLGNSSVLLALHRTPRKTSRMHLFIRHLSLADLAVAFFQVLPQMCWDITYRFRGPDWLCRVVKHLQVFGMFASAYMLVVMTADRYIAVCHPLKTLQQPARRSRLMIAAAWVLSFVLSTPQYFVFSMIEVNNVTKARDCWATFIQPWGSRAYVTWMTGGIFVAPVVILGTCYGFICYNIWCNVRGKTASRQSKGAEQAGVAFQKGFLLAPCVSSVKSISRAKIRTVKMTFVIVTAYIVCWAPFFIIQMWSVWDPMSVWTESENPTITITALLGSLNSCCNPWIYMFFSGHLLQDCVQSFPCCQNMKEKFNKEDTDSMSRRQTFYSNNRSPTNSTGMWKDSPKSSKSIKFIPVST
# An asterisk follows results filed as active; nt = not tested or not shown.
# Values run as follows: MEKK2 mut-MEK5	PfM18AAP inh	OXTR potentiate	OXTR agonist	MEKK2wt PB1 HTS	NALP1 yeast inh	GPR7 antagonist	GalR3 antag	V1R ag counter
- O=C(O)c1cc(-c2ccc(/C=C3\NC(=O)N(c4ccccc4)C3=O)o2)ccc1Cl
  4	3	-1	0.4	99	30*	-10	-5	0.2
- CCN(CC)S(=O)(=O)c1ccc2oc(Nc3ccccc3)nc2c1
  2	9	0	-0.8	97	-10	-6	-9	-0.9
- O=C(CCN1CCOCC1)NNC(=O)c1ccc([N+](=O)[O-])cc1[N+](=O)[O-]
  nt	nt	1	0.2	nt	nt	nt	-5	0.6
- Cc1cc(C)c(C#N)c(Oc2ccccc2)n1
  -4	-4	-7	-2.9	96	-7	-4	-2	-0.6
- CCC(C)NC(=O)CNC(=O)c1nn(-c2ccc(OC)cc2)c(=O)c2ccccc12 (stereo unspecified)
  4	-1	1	-0.7	105	1	-6	-11	1.5
- O=c1c2cc(Cl)ccc2[nH]c(=S)n1Cc1cccs1
  -2	-9	-10	-2.2	102	17	-5	-9	0.4
- Cc1cc(OCc2cc(C(=O)NCCN3CCCCC3CO)no2)cc(C)c1Cl (stereo unspecified)
  19	4	-9	3.8	136*	7	8	-1	5.6
- Cc1ccc2cc(CCNS(=O)(=O)c3ccc(Cl)cc3)c(=O)[nH]c2c1C
  -4	0	-10	6.4	97	-15	-15	-3	7.7
- COc1ccccc1C(O)(C(=O)NN(C)c1ccccc1)c1ccccc1OC
  15	-2	-4	-1.7	98	-2	-8	-2	-0.3
- COc1ccc(CSc2ncnc3sccc23)cc1F
  -14	-3	-5	-0.2	87	-2	-16	6	-0.4
- O=C(CN1C(=O)CCC1=O)NNc1ccc2ccccc2c1
  -8	-7	-10	-0.7	94	12	-5	-6	0.2
- Oc1c(C=C2N=c3ccccc3=N2)sc(=S)n1C1CCCC1
  -11	5	-11	-0.1	64	-3	-2	-3	0.6
- CCn1c(CNc2cccc(C(F)(F)F)c2)n[nH]c1=S
  -8	17	-1	0.6	95	-5	5	-5	1.0
- CCCCOc1ccc(C(=O)NCC(=O)N(C)Cc2nc3ccccc3c(=O)[nH]2)cc1
  nt	nt	-7	-0.5	nt	nt	nt	-4	1.1
- CC(C)CNS(=O)(=O)c1ccc(OCC(=O)Nc2ccc3c(c2)OCO3)c(Cl)c1
  6	0	-3	0.9	102	nt	0	-5	1.7
- O=C(Nc1c(C(=O)N2CCOCC2)cnn1-c1ccccc1)c1ccccc1
  -2	-2	2	0.1	100	9	3	-3	0.2
- NC(=O)c1ccc(SCC(=O)OCC(=O)NCc2cccs2)c([N+](=O)[O-])c1
  nt	nt	4	0.6	nt	nt	nt	2	-0.5
- O=C(OCc1nc2ccccc2s1)c1cccc(S(=O)(=O)N2CCOCC2)c1
  -7	2	-16	0.8	93	11	-3	1	4.8
- Cc1cc(/C=N\NC(=O)COc2cccc3cccnc23)c(C)n1-c1ccccc1
  -2	2	-11	-2.3	102	31	1	-2	-0.9
- O=C(CSc1ccc(Cl)cc1)NC1CCCc2ccccc21 (stereo unspecified)
  2	3	-6	-2.1	108	30	-6	-3	-0.5
- CC(C)c1ccc(OCC(=O)NNC(=S)NC(=O)c2ccco2)c(Br)c1
  -1	-4	2	-1.2	102	5	-12	-5	-0.3
- Cc1cc(/C=C(\C#N)C(N)=O)c(C)n1-c1ccc(N2CCOCC2)c([N+](=O)[O-])c1
  17	1	-6	23*	112	14	-7	-11	11
- O=C1C(Cl)=C(NCCN2CCCCC2)C(=O)c2ccccc21
  -1	3	-7	-0.2	100	10	0	nt	-0.4
- O=C(Nc1ccc(N2CCOCC2)cc1)c1ccc(-c2ccccc2[N+](=O)[O-])o1
  0	9	-2	2.2	99	-10	-23	-1	0.6
- COc1cccc(OC)c1OCCCOc1ccc(C)cc1Br
  2	-3	-7	-0.3	106	32	-11	0	-0.2
- NC(=S)c1cc2cc(Br)ccc2oc1=O
  1	7	-1	-0.5	100	-5	-16	-3	-1.4
- Cc1cccc(C(=O)OCC(=O)c2c(C)[nH]c3ccccc23)c1O
  nt	nt	-8	3.1	nt	nt	nt	-4	2.9
- COc1ccc(-c2cc(=O)oc3cc(OCC(=O)Nc4ccccn4)ccc23)cc1
  3	8	-5	2.4	114	-4	-11	-7	6.9
- O=C(NCc1cccc(Br)c1)C1CC(c2ccccc2C(F)(F)F)=NO1 (stereo unspecified)
  2	nt	-12	7.6	87	nt	nt	-4	0.3
- O=C(Nc1nc2ccc(S(=O)(=O)N3CCCC3)cc2s1)c1cccs1
  7	-1	-11	2.0	101	nt	3	6	2.1

# 3 records picked at random from those above:
# Values run as follows: MEKK2 mut-MEK5	PfM18AAP inh	OXTR potentiate	OXTR agonist	MEKK2wt PB1 HTS	NALP1 yeast inh	GPR7 antagonist	GalR3 antag	V1R ag counter
- O=C(Nc1c(C(=O)N2CCOCC2)cnn1-c1ccccc1)c1ccccc1
  -2	-2	2	0.1	100	9	3	-3	0.2
- COc1ccccc1C(O)(C(=O)NN(C)c1ccccc1)c1ccccc1OC
  15	-2	-4	-1.7	98	-2	-8	-2	-0.3
- CC(C)c1ccc(OCC(=O)NNC(=S)NC(=O)c2ccco2)c(Br)c1
  -1	-4	2	-1.2	102	5	-12	-5	-0.3

# (continued)
# Values run as follows: MEKK2 mut-MEK5	PfM18AAP inh	OXTR potentiate	OXTR agonist	MEKK2wt PB1 HTS	NALP1 yeast inh	GPR7 antagonist	GalR3 antag	V1R ag counter
- COc1ccc(NC(=O)Cn2c(C)cc(=O)c3cccc(OC)c32)cc1
  2	nt	-13	0.7	101	8	nt	-4	0.6
- Cc1ccc(N2CCN(C(=O)c3cc(COc4c(C)cccc4C)on3)CC2)c(C)c1
  4	-1	-11	1.7	103	6	-24	1	-0.5
- Cc1cc(C)c(C#N)c(Oc2ccccc2Br)n1
  1	3	6	-1.9	101	5	-11	-6	-0.4
- CCC(=O)Nc1ccccc1C(=O)OCC(=O)c1ccc2ccccc2c1
  -4	2	-4	3.2	96	11	19*	0	2.5
- COc1ccc(NC(=O)Cn2ccc3c(OC)cccc3c2=O)cc1
  -9	-2	2	-2.1	101	nt	-12	-7	-1.1
- COc1ccc(CN(C#N)c2nc(SC)nc(N(C)C)n2)cc1
  1	1	-4	-0.1	101	11	13	-1	0.9
- O=C(c1cccc(F)c1)N1CCc2ccccc21
  1	-2	8	-1.7	100	5	-9	-8	-1.1
- CC1=C(C)CS(=O)N(c2ccc(S(N)(=O)=O)cc2)C1 (stereo unspecified)
  0	30*	0	2.6	102	8	1	-3	3.0
- O=C(Oc1cccc([N+](=O)[O-])c1)c1ccc2c(=O)n3c(nc2c1)CCC3
  nt	nt	2	10	nt	nt	nt	-5	6.1
- O=C(Nc1cc2c(cc1Cl)OCCCO2)c1ccc(F)cc1
  -1	1	-5	-1.9	107	27	-6	-1	0.1
- COc1ccccc1C(=O)NNC1=NS(=O)(=O)c2ccccc21
  2	-15	-11	-0.5	109	11	-2	-8	0.7
- CCc1ccc(C(=O)Nc2ccc(S(=O)(=O)Nc3nc(C)cc(C)n3)cc2)o1
  10	-7	-6	0.9	101	12	-15	-4	-0.3
- O=C(c1c(F)cccc1F)N1CCC(n2nnc3cc(C(F)(F)F)ccc32)CC1
  -12	-7	-10	4.1	96	-4	4	-5	4.7
- O=S(=O)(c1ccc2c(c1)OCCO2)N1CCN(Cc2ccccc2)CC1
  8	-10	-3	-1.1	105	16	4	-1	-1.1
- COc1ccc(S(=O)(=O)N(CC(=O)NCc2ccncc2)Cc2ccccc2)cc1
  -6	0	-8	1.6	101	16	-6	7	2.1
- CC(Oc1cc2oc(=O)c3c(c2cc1Cl)CCC3)C(=O)NC1CC(C)(C)NC(C)(C)C1 (stereo unspecified)
  7	3	2	0.1	108	0	-7	-1	-0.2
- CCOC(=O)c1nnn(-c2nonc2N)c1-c1ccc(OCC)cc1
  -6	1	-2	-1.9	95	nt	-9	3	-0.7
- Cc1ccc2nc(-c3cccnc3)cc(C(=O)Nc3ccc(F)cc3C)c2c1
  -7	-5	-5	-2.3	78	12	-5	-1	1.0
- CCC(=O)Nc1ccc(N2CCCCC2)cc1
  -3	7	-3	0.0	92	40*	-1	-4	0.8
- Cc1cccc(NC(=O)C2CCN(S(=O)(=O)c3ccc4ccccc4c3)CC2)n1
  nt	nt	-11	1.2	nt	nt	nt	-1	2.7
- O=C(NCCSc1ccccn1)c1ccc(Cl)cc1Cl
  0	-10	-4	0.0	100	4	-9	-6	-0.2
- COc1ccc(C(=O)OCC(=O)Nc2ccc(N3CCOCC3)cc2)cc1
  nt	nt	-4	1.8	nt	nt	nt	-6	0.7
- CCCNc1nc(C)cc(-c2cc(-c3ccc(Cl)cc3)on2)n1
  -4	nt	-2	0.1	97	nt	nt	-5	-0.6
- COC(=O)CSc1nc(N)c2c3c(sc2n1)C(c1ccccc1)SC(c1ccccc1)C3 (stereo unspecified)
  -2	11	-9	1.7	93	23	3	nt	1.9
- O=C(NNc1ncccc1-n1cccc1)c1ccc(Cl)cc1
  2	4	0	-2.2	97	-1	-13	-3	-1.9
- O=C(CCCN1C(=O)c2ccccc2C1=O)Nc1nnc(C2CC2)s1
  -2	4	2	-0.2	98	-15	-9	-5	1.2
- NC[C@H](Cc1ccccc1)NCCCCC1CCCCC1
  nt	nt	-2	1.3	nt	nt	nt	-2	-0.4
- Cc1cc(NC(=O)Nc2ccc(Cl)cc2)n(C(C)(C)C)n1
  9	2	-10	1.6	111	-11	9	-7	2.4
- Cc1cccc(N/N=C/c2ccccc2O)c1
  -2	1	-2	-0.4	97	34	-9	-4	-0.1
- O=C1/C(=C\c2cccnc2)SC(=S)N1c1ccc(F)cc1
  -3	16	-9	-1.0	100	-3	-1	-6	-1.1
- COc1ccc(-n2c(O)c(C=NCC(c3ccco3)N3CCCC3)c3ccccc3c2=O)cc1OC (stereo unspecified)
  5	4	-2	0.1	102	-15	-10	nt	0.1
- CC(C)c1ccc(NC(=O)COc2ccc(C3SCCS3)cc2)cc1
  -4	2	4	0.2	97	nt	-11	2	0.1
- COc1cc2c(cc1OC)C1=C(C#N)CCC(=NC(=O)c3ccco3)N1CC2
  8	4	-4	0.1	102	-8	-21	3	0.3
- O=C(CSc1nnc(Cc2cc(=O)[nH]c(=O)[nH]2)n1-c1ccc(Cl)cc1)NC1CCCC1
  2	5	-3	-0.4	99	1	-8	9	-0.7
- CS(=O)(=O)N(CC(=O)N1CCN(c2cccc(Cl)c2)CC1)c1ccccc1
  -3	14	-6	3.3	92	-4	4	-2	3.7
- COc1ccc(Cl)cc1Nc1nc(NCCO)nc(N2CCCCC2)n1
  5	nt	-16	1.4	112	nt	nt	3	0.2
- Cc1ccccc1NC(=O)c1ccc(CN2CCc3ccccc3C2)cc1
  7	-2	-9	-0.4	109	39	-5	-7	3.0
- COc1cccc(C2C3=C(N=c4s/c(=C\c5ccc(O)cc5)c(=O)n42)c2ccccc2CC3)c1OC (stereo unspecified)
  -1	4	-4	-1.1	92	12	2	-4	-0.5
- Cc1occc1C(=O)NC(C)C12CC3CC(CC(C3)C1)C2 (stereo unspecified)
  0	12	4	-2.7	100	3	-2	-3	-1.7
- COC(=O)c1cccc(COC(=O)c2ccc(N(C)C)cc2)c1
  4	-2	-9	-2.1	107	12	-11	-8	0.3
